esBAF inh = SWI/SNF esBAF complex inhibition; mouse ES cells, Bmi1-luciferase knock-in reporter, 24 h; 100% = twice the neutral-well signal; reporter increase, % at 12.5 µM; hit rate 2% among 350,000; AID 602393; in the data active = activation above about 40%; inconclusive = no clear call, values can overlap the other calls;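 also: 0% = median of the plate's neutral control wells and 100% = double that signal; a rise in the Bmi1 reporter signal indicates esBAF inhibition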
ERp5 block = inhibitors of human ERp5. AID 651711. inhibition, % at 9.99 µM. ERp5 insulin aggregation, absorbance 650 nm, 90 min. Q15084. hit rate 0.05% among 350,000;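 active = mean replicate inhibition above about 25%, with every replicate also reaching it, limit read from the data, passing the limit was not always enough; inconclusive = only one of those two criteria met; inactive = neither criterion met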
E-selectin induc = induces E-selectin expression in human endothelial cells | P16581 | HUVEC E-selectin immunofluorescence imaging; normalized: neutral wells 0, TNF-alpha wells 100 | activation, % at 7.58 µM | hit rate 0.37% among 260,000;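 active = mean E-selectin-positive cell signal at least 10% of the positive control, reached in at least 60% of replicates, without over 20% cell loss; inconclusive = no rule given, readout overlaps actives, possibly toxicity-flagged; inactive = the rest, including those meeting only one limit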;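 also: in these data hits start at about 27%; measured in HUVEC primary endothelial cells; signal is the percent of cells scored E-selectin positive by PE staining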
Target sequence (P16581 whole entry, looked up): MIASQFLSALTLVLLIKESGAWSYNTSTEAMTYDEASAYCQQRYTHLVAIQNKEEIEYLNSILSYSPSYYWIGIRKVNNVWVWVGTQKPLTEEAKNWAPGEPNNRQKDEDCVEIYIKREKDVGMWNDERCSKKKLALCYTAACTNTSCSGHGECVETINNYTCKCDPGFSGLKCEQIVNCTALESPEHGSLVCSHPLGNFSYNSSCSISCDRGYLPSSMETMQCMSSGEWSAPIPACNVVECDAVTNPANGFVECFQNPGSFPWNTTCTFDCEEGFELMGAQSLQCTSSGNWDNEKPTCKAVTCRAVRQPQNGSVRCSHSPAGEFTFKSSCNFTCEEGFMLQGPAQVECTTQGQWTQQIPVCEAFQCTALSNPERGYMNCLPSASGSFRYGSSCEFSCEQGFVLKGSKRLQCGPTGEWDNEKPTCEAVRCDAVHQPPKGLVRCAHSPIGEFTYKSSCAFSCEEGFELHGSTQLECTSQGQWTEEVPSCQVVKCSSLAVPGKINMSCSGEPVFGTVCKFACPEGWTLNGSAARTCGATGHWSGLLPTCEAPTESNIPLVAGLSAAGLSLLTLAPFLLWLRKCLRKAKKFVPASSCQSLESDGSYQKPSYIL
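material = human umbilical vein endothelial cells (HUVEC), E-selectin induction | quantity = 3,000 cells/well | medium = EGM-2 growth medium on 0.1% gelatin-coated wells | technique = immunofluorescence imaging | read-out basis = % PE-positive cells | control set = TNF-alpha positive control, DMSO neutral control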
ERAP1 inh = blocks human ERAP1 aminopeptidase activity; Q9NZ08; recombinant ERAP1, Leu-AMC fluorescence, 60 min; inhibition, % at 10.7 µM; hit rate 0.15% among 340,000;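 active = mean replicate inhibition of at least 30%, or all replicates individually reaching that 30% level; inactive = mean below 30% and not every replicate reaching it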;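 also: 0% = neutral control wells and 100% = L-leucinethiol positive control wells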
XiGFP reactiv = X-chromosome reactivation activator; XiGFP mouse fibroblasts, % GFP-positive cells imaging, 3 d; cells co-treated with 5-aza-dC sensitizer; scaled so ellipticine positive control = 100%; activation, % at 7.58 µM; hit rate 0.055% among 360,000; AID 743238;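 active = mean normalized replicate activation at least 10% and every replicate at or above 10%; inconclusive = only one of the two criteria met; inactive = mean below 10% and not all replicates reach 10%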;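 also: 0% = median of on-plate neutral control wells and 100% = ellipticine 6 µM median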
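Material: XiGFP fibroblasts, SV40-immortalized. Buffer or medium: DMEM plus 5-aza-dC sensitizer. Compound: single concentration per compound, delivered by pin transfer. Times: 3 days compound exposure. Controls: ellipticine 6 µM.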
S100A4 MyoIIA = inhibitors of human S100A4 binding to myosin IIA peptide; hit rate 0.14% among 360,000; S100A4/TAMRA-MyoIIA peptide fluorescence polarization; inhibition, % at 10.7 µM;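 active = mean inhibition of at least 70% across replicates, with every replicate also reaching that level; inconclusive = mean inhibition reaches 70% but some replicates fall short; inactive = mean inhibition below 70%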
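Material: S100A4 monomer protein | Medium: HEPES pH 7.2 with CaCl2, KCl, NaCl, DTT, Triton | Reagent: Labelled myosin peptide probe, 5 nM | Doses: One dose per compound | Times: 5 min incubation before reading | Benchmarks: Neutral control DMSO, positive control TFP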
RAD54 branch = blocks human RAD54 Holliday junction branch migration; AID 602329; Q92698; inhibition, % at 10.4 µM; hit rate 0.14% among 360,000; FAM/BHQ fluorescence;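 active = mean normalized replicate activity at least 40 and at least half of replicates scoring 40 or more; inconclusive = only one of the two criteria met; inactive = mean below 40 and under half of replicates reaching 40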;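 also: 0% = median of neutral control wells and 100% = median of positive control wells; inhibitors cause a drop in the FAM fluorescence signal; in these data hits start at about 50%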
RAD52 anneal inh = inhibitors of human RAD52 DNA annealing | P43351 | recombinant RAD52 DNA annealing, FRET fluorescence | inhibition, % at 18.7 µM | hit rate 0.46% among 360,000 | AID 651710;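 active = every replicate showing at least 50% inhibition; inconclusive = mean inhibition at least 50% but not in every replicate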
Target sequence (P43351 whole entry, looked up): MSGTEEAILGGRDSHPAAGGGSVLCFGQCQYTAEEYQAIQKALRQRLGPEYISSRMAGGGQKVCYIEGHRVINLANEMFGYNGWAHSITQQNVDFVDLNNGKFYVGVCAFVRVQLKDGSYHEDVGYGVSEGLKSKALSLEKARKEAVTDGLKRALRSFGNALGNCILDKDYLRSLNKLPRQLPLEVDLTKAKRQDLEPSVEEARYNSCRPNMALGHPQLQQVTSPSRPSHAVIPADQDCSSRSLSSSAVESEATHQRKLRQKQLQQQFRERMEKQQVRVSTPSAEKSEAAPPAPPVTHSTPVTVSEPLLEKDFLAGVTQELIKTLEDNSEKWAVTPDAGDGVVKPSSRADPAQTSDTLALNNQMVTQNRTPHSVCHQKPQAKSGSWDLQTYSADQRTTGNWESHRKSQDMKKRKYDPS
The depositor's hits bear a star; ? = inconclusive; nt = not tested or not shown.

Order of results: esBAF inh	ERp5 block	E-selectin induc	ERAP1 inh	XiGFP reactiv	S100A4 MyoIIA	RAD54 branch	RAD52 anneal inh
(1) COc1cccc(/C=C/C(=O)OCC(=O)NCCC2=CCCCC2)c1
  nt	5	0.3	4	-0.1	-3	nt	-22
(2) O=C(C[C@H]1C/C=C\C[C@@H](Cc2ccc(F)cc2)C(=O)O[C@H](c2ccccc2)CNC1=O)NCCO
  -6	2	-0.1	-3	0.1	3	-4	-9
(3) O=C(NC1CCCC1)N1CCCCN2[C@H](C1)[C@@H](c1ccc(/C=C/c3ccccc3)cc1)[C@@H]2CO
  -8	3	-0.6	3	0.2	-7	-3	3
(4) Cc1cc(/C=C(\C#N)C(=O)NCCc2c[nH]c3ccccc23)c(C)n1C
  nt	4	-0.2	0	-0.1	0	nt	-11
(5) O=C(c1cnccn1)N1CC(=O)N2[C@H](CO)[C@@H](c3ccc(C#CC4CCCCC4)cc3)[C@@H]2C1
  nt	3	0.0	0	0.0	-11	nt	14
(6) CC(=O)c1ccc2oc3ccccc3c(=O)c2c1
  44*	2	-0.2	-2	0.1	-15	-3	-5
(7) Cc1cc(C(=O)COC(=O)CNC(=O)c2ccc(Cl)c(Cl)c2)c(C)n1Cc1ccco1
  -5	6	nt	-3	0.1	-4	8	-31
(8) CC(CCc1ccccc1)NC(=O)CNC(=O)COc1ccccc1 (centres undefined)
  nt	1	1.2	-3	0.2	-2	nt	-14
(9) COc1cc(S(=O)(=O)Nc2cc(C)cc(C)c2)ccc1F
  nt	4	nt	-1	-0.1	-6	nt	-14
(10) O=C(N[C@@H](Cc1cccnc1)C(=O)N1CCC[C@H]1C(=O)NCc1ccccc1)c1ccc(Cl)c(Cl)c1
  nt	1	0.0	1	0.0	6	nt	-1
(11) O=[N+]([O-])c1ccc(S(=O)(=O)N2CCN=C2SCc2cccnc2)cc1
  nt	-4	1.5	8	0.1	2	nt	-21
(12) Cc1cccc(NC(=O)c2cc(-c3cc(C)cc(C)c3O)n[nH]2)c1
  28	1	5.2	-1	0.0	-4	-1	-4
(13) CCCNC(=O)c1nn2cc(Br)cnc2c1Br
  nt	1	3.3	5	-0.1	1	nt	-10
(14) O=C(NCCc1ccccc1)c1c[nH]c2ccccc2c1=O
  30	-2	0.0	5	0.0	-4	10	2
(15) COCCN(C(=O)COC(=O)c1oc2ccc(OC)cc2c1C)c1c(N)n(Cc2ccccc2)c(=O)[nH]c1=O
  nt	2	-0.6	4	0.1	-6	-2	-13
(16) COc1ccccc1CN1[C@H](CO)[C@@H]2c3ccccc3N(C(=O)c3ccncc3)C[C@@H]21
  2	-1	0.3	nt	0.2	nt	4	nt
(17) CCCC(=O)NC(=S)Nc1ccc(NC(=O)C(C)C)c(OC)c1
  4	2	0.1	3	0.2	0	-2	-15
(18) COc1c(C)cc(Br)cc1C(=O)Nc1ccc(Cc2ccncc2)cc1
  -19	1	nt	1	0.0	3	6	-17
(19) O=C(COC(=O)CN1C(=O)C2CCCCC2C1=O)NNC(=O)c1ccc(Cl)cc1 (centres undefined)
  -1	-7	nt	-12	0.3	-11	1	-15
(20) Cc1cc(Oc2cccnc2)ccc1NC(=O)Cc1c(C)[nH]c2ccccc12
  nt	-3	0.6	-5	0.2	2	nt	-104
(21) CCOc1ccccc1N(CC(=O)NC1CCCCC1)S(=O)(=O)c1ccc(C)cc1
  -2	-2	0.0	0	0.0	5	-1	-18
(22) O=C(Nc1cccc(F)c1)C1CCCN(S(=O)(=O)c2cnc[nH]2)C1 (centres undefined)
  6	-5	nt	-2	0.3	-5	-14	-1
(23) C[C@@H]1CN([C@@H](C)CO)C(=O)c2cc(NC(=O)Nc3cccc4ccccc34)ccc2O[C@@H]1CN(C)C(=O)Nc1ccc(C(F)(F)F)cc1
  -1	-1	-0.6	-2	0.5	-3	0	-9
(24) C[C@@H]1CN([C@H](C)CO)S(=O)(=O)c2ccc(-c3ccc(F)cc3)cc2O[C@@H]1CN(C)S(C)(=O)=O
  6	7	-0.8	3	0.5	0	2	9
(25) CN(C)C(=O)c1cccc(-c2ccc([C@@H]3[C@H]4CN(C(=O)C5CCCC5)CCCCN4[C@H]3CO)cc2)c1
  nt	-1	nt	2	nt	-7	3	5
(26) Cc1ccc(S(=O)(=O)N2C[C@@H](O)COC[C@@H]3O[C@H](CC(=O)NCCN4CCCCC4)CC[C@H]32)cc1
  -6	2	-0.1	2	0.0	5	2	5
(27) O=S(=O)(NC1CC1)c1ccc(S(=O)(=O)N2CCN3CCCC3C2)cc1 (centres undefined)
  nt	-2	nt	-2	nt	-5	nt	-7
(28) Cc1ccc(NC(=O)CSc2nccn2C)cc1F
  ?	2	-0.4	2	0.1	-3	-7	-11
(29) COCC#Cc1ccc2c(c1)O[C@@H](CN(C)Cc1ccc(F)cc1)[C@@H](C)CN([C@H](C)CO)S2(=O)=O
  -1	-1	-0.2	1	-0.8	1	-5	5
(30) Cc1ccc(-c2cccc(=O)o2)cc1
  nt	-3	-0.2	-4	-0.1	-3	nt	-10
(31) Cc1cc(S(=O)(=O)N2CCOCC2)ccc1OCC(=O)NCc1ccco1
  -4	0	-0.1	-5	-0.1	4	6	-14
(32) COc1ccc(-c2nnc(SCC(=O)NC(=O)Cc3ccccc3)n2C)cc1
  -3	1	-0.4	4	0.1	1	8	0
(33) COc1cccc(-c2cc(C(=O)N3CCN(c4ccccc4OC)CC3)no2)c1
  6	-5	nt	-3	0.2	-4	3	-25
(34) Cc1cc2nc(C3CCN(C(=S)NCC(C)C)CC3)[nH]c2cc1C
  nt	-5	nt	-3	0.2	3	nt	3
(35) c1ccc(CCCCNCC2COc3ccccc3O2)cc1 (centres undefined)
  nt	-4	nt	-2	0.0	-3	nt	-12
(36) C[C@@H]1CN([C@H](C)CO)C(=O)c2cccc(N(C)C)c2O[C@H]1CN(C)S(C)(=O)=O
  2	-1	0.1	-1	-0.9	4	-3	-6
(37) COCCSc1ccccc1C(=O)Nc1cc(C)ccn1
  -8	12	nt	4	0.0	5	-5	-18
(38) C/C=C/c1ccc2c(c1)O[C@H](CN(C)C(=O)COC)[C@@H](C)CN([C@@H](C)CO)S2(=O)=O
  -5	nt	-0.3	0	0.4	3	-3	3
(39) N/C(=N\C(=S)Nc1ccc2c(c1)OCO2)c1ccccc1
  64*	2	-0.4	0	1.1	-1	-3	-3
(40) CC(C)NC(=O)N(C)C[C@H]1Oc2cc(Br)ccc2S(=O)(=O)N([C@@H](C)CO)C[C@@H]1C
  2	5	0.9	3	0.4	7	5	-7
(41) CC(=O)Nc1ccc(S(=O)(=O)NNC(=O)c2ccc([N+](=O)[O-])cc2)cc1
  2	0	nt	1	0.0	-4	-8	-2
(42) C[C@H](CO)N1C[C@H](C)[C@@H](CN(C)C(=O)Nc2ccc(C(F)(F)F)cc2)Oc2c(NC(=O)c3cnccn3)cccc2C1=O
  -2	-7	nt	0	1.1	-14	-3	4
(43) O=C(N/N=C/C=C/c1cccc([N+](=O)[O-])c1)C(O)c1ccccc1 (centres undefined)
  nt	-2	nt	-4	0.0	-5	nt	-9
(44) C[C@H](CO)N1C[C@H](C)[C@H](CN(C)C(=O)Nc2ccc3c(c2)OCO3)Oc2ccc(NC(=O)CCCCCC(=O)Nc3ccccc3N)cc2C1=O
  nt	-1	23	2	0.0	6	nt	4
(45) CN(C)CC(=O)Nc1ccc2c(c1)[C@H]1C[C@H](CC(=O)NCc3ccc(Cl)cc3)O[C@@H](CO)[C@H]1O2
  3	-3	-0.4	1	-0.1	2	5	15
(46) COC(=O)C1=C(C)N(Cc2cccc(C(F)(F)F)c2)C(=NCc2ccc(C(F)(F)F)cc2)NC1c1cccc(C(F)(F)F)c1 (centres undefined)
  nt	0	-0.3	-1	0.0	-10	nt	-11
(47) Cc1ccc(S(=O)(=O)N2CCCC(C(=O)NCC3CCCO3)C2)cc1 (centres undefined)
  -4	-6	-0.1	-3	0.4	3	-3	-8
(48) CCn1cc(C(=O)OCC(=O)Nc2c(C)cccc2C)c(=O)c2ccc(C)nc21
  nt	-4	-0.1	3	0.0	-1	nt	-22
(49) COc1ccc([Si](C)(C)[C@@H]2[C@@H](CCO)O[C@]3(C(=O)N(C)c4ccccc43)[C@H]2C)cc1
  nt	4	nt	3	nt	-6	-7	13
(50) CCc1cccc(C)c1NS(=O)(=O)c1cccs1
  0	1	nt	1	0.0	-1	-1	-10

Structural class: the entries above with an NH in an aromatic ring (seven)
Order of results: esBAF inh	ERp5 block	E-selectin induc	ERAP1 inh	XiGFP reactiv	S100A4 MyoIIA	RAD54 branch	RAD52 anneal inh
(4) Cc1cc(/C=C(\C#N)C(=O)NCCc2c[nH]c3ccccc23)c(C)n1C
  nt	4	-0.2	0	-0.1	0	nt	-11
(12) Cc1cccc(NC(=O)c2cc(-c3cc(C)cc(C)c3O)n[nH]2)c1
  28	1	5.2	-1	0.0	-4	-1	-4
(14) O=C(NCCc1ccccc1)c1c[nH]c2ccccc2c1=O
  30	-2	0.0	5	0.0	-4	10	2
(15) COCCN(C(=O)COC(=O)c1oc2ccc(OC)cc2c1C)c1c(N)n(Cc2ccccc2)c(=O)[nH]c1=O
  nt	2	-0.6	4	0.1	-6	-2	-13
(20) Cc1cc(Oc2cccnc2)ccc1NC(=O)Cc1c(C)[nH]c2ccccc12
  nt	-3	0.6	-5	0.2	2	nt	-104
(22) O=C(Nc1cccc(F)c1)C1CCCN(S(=O)(=O)c2cnc[nH]2)C1 (centres undefined)
  6	-5	nt	-2	0.3	-5	-14	-1
(34) Cc1cc2nc(C3CCN(C(=S)NCC(C)C)CC3)[nH]c2cc1C
  nt	-5	nt	-3	0.2	3	nt	3

(cont.)
Order of results: esBAF inh	ERp5 block	E-selectin induc	ERAP1 inh	XiGFP reactiv	S100A4 MyoIIA	RAD54 branch	RAD52 anneal inh
(51) CNC[C@@H]1Oc2ccc(NC(=O)Nc3cccc4ccccc34)cc2CC(=O)N([C@@H](C)CO)C[C@@H]1C
  -2	-2	-2.2	3	-0.8	-1	2	6
(52) CCC(=O)N1CC[C@@H]2[C@H](CO)Nc3ccc(-c4ccc(F)cc4)cc3[C@@H]21
  -4	-1	-0.6	3	0.0	0	-4	-7
(53) COc1ccc(C(=S)N2CCOCC2)cc1OC(=O)c1cc(OC)c(OC)c(OC)c1
  -5	1	nt	-4	0.0	-1	-4	-16
(54) COc1ccccc1-c1ccc([C@H]2[C@@H](CO)N3CCCCN(C(=O)CN4CCOCC4)C[C@@H]23)cc1
  -7	3	0.3	nt	0.2	nt	-4	1
(55) CC(Sc1nnc2n1CCCCC2)C(=O)Nc1ccc(S(N)(=O)=O)cc1 (centres undefined)
  -4	5	-0.2	2	-0.2	-6	-10	-13
(56) COC(=O)c1c(NC(=O)CC2Nc3ccccc3NC2=O)sc(C)c1C (centres undefined)
  -1	1	nt	0	nt	1	-2	-44
(57) COCC#Cc1ccc([C@H]2[C@@H](CO)N3CCCCN(C(=O)NC4CCCC4)C[C@H]23)cc1
  5	-1	0.0	-1	0.1	-7	12	-3
(58) CCCC(=O)C1=C(O)C(C(=O)OC)C(C)(C)CC1=Nc1ccc(Br)cc1 (centres undefined)
  nt	6	0.1	nt	0.2	0	nt	-25
